Bioassay records: PubChem BioAssay, Southern Research Specialized Biocontainment Screening Center
Salmonella PhoP GFP = Inhibition of PhoP regulon, Salmonella typhi GFP reporter cells, confirmation, 4 h (AID 1850); Salmonella Typhi PhoP-promoter GFP reporter, fluorescence, 4 h; higher % means a stronger effect; 0.33% of 310,000 active; inhibition, % at 50 µM, or IC50 in µM where a hit was titrated; in the data active = a potency from the dose series; inconclusive = inhibition mostly from about 25% at the one dose, without a potency; inactive = the rest, 99 in 100 with inhibition below about 19%;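 note: 0% = induced wells with vehicle and 100% = uninduced wells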
influenza NS1A = NS1A inhibition, H1N1 influenza, cell based functional assay (AID 504329); NS1A functional cell-based assay, percent inhibition; higher % means a stronger effect; inhibition, % at 12.5 µM; hits with a dose series show IC50 in µM; 0.3% of 340,000 active; in the data active = a potency from the dose series; inconclusive = inhibition above about 27% without an active follow-up result; note: strong numbers were not always called active
inhibitors of VEEV = inhibitors of VEEV TC-83 cytopathic effect, confirmation, Vero cells (AID 588727) | Vero cells, VEEV TC-83 cytopathic effect inhibition; higher % means a stronger effect | one-dose inhibition, % at 20 µM; IC50 in µM for titrated hits | 0.13% of 350,000 active; in the data active = a potency from the dose series; inconclusive = inhibition mostly from about 14% at the one dose, without a potency; inactive = the rest, 99 in 100 with inhibition below about 12%; note: strong numbers were not always called active
M. tuberculosis HTS = M. tuberculosis growth inhibition, HTS (AID 449762). M. tuberculosis H37Rv growth inhibition, 7H9 media; higher % means a stronger effect. inhibition, % at 25 µM, or IC50 in µM where a hit was titrated. 0.59% of 330,000 active; in the data active = a potency from the dose series; inconclusive = inhibition above about 70% without an active follow-up result;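 note: bacterial growth assessed after seven days of incubation; strong numbers were not always called active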
M. tuberculosis = growth inhibition of non-replicating M. tuberculosis (AID 488890); one-dose inhibition, % at 25 µM; IC50 in µM for titrated hits; Mycobacterium tuberculosis non-replicating, growth inhibition; higher % means a stronger effect; 0.39% of 320,000 active; in the data active = a potency from the dose series; inconclusive = inhibition mostly from about 82% at the one dose, without a potency; inactive = the rest, 99 in 100 with inhibition below about 76%;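 note: plate controls were DMSO cells for no effect and high antibiotic wells for full effect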
inhibitors of VEEV 10K pilot screen = recorded beside inhibitors of VEEV, whose call it bears; inhibition, %; measured here: 10K pilot screen inhibition
* = called active by the depositor; i = inactive; u = inconclusive; x = not tested or not shown. This is a random part of the collection; about 1.4% have a hit in one of these screens.

SMILES | Salmonella PhoP GFP | influenza NS1A | inhibitors of VEEV | M. tuberculosis HTS | M. tuberculosis | others
C[C@@H]1CC=C[C@H]2[C@H]1C(=O)N(Cc1ccccc1)[C@H]2c1ccc(F)c(/C=C/c2ccccc2)c1 | 1% | 3% | i | 6% | 19%
O=C(Nc1nc(-c2ccccc2)nc2ccccc12)c1ccc(F)cc1 | -8% | -5% | 0.5% | 4% | -21%
COc1ccc(CCC(=O)N2CCN(S(=O)(=O)c3ccc(OC)cc3)CC2)cc1 | x | -7% | i | 3% | 20%
O=C(Nc1ccccc1C(=O)O)c1ccc2c(c1)C(=O)N(c1cccc([N+](=O)[O-])c1)C2=O | -4% | 0% | 0.7% | -12% | 4%
Cc1ccc(CNC(=O)c2ccc(N3CCC4(CC3)CC(c3ccccc3)=NO4)c(NC(=O)c3ccc(Cl)c([N+](=O)[O-])c3)c2)cc1 | -7% | 1% | 3.4% | -11% | 14%
O=C(NCc1ccccn1)C1CCN(S(=O)(=O)c2ccccc2)CC1 | -3% | -15% | i | 0% | -9%
COCCCNC(=O)c1cc(S(=O)(=O)NCCCN2CCCC2=O)ccc1Cl | x | -9% | 0.8% | 4% | 6%
O=S(=O)(Nc1ccc(F)cc1)c1ccc(S(=O)(=O)N2CCOCC2)cc1 | x | -18% | i | 2% | 3%
O=C(COC(=O)c1ccc(Cl)c(S(=O)(=O)N2CCCCC2)c1)NCC1CCCO1 (stereo not given) | -14% | -14% | i | -3% | 8%
Cc1c(Cc2ccccc2)c(=O)oc2cc(OCC(=O)c3ccccc3)ccc12 | 1% | -5% | 6.3% | 2% | -25%
CCn1cc(C(=O)N2CCOCC2)c(=O)c2cc(S(=O)(=O)N(C)C)ccc21 | -6% | -1% | 0.7% | -4% | 11%
CN(C)S(=O)(=O)c1ccc(N)c([N+](=O)[O-])c1 | 13% | 5% | 0.1% | 5% | 7%
COc1cc(O)c(C(CCN2CCOCC2)c2cc(OC)c(OC)c(OC)c2)c(OC)c1 (stereo not given) | -19% | 8% | 0.1% | 2% | -7%
COc1ccccc1CNS(=O)(=O)c1c(C(=O)N2CCCC2)c(C)n(C)c1C | -7% | 3% | 2.2% | 3% | 7%
COc1cc(OC)cc(C(=O)NCc2nc(-c3ccccc3)no2)c1 | -2% | -16% | 0.2% | 5% | 5%
COc1ccc(-c2nnc(SCC(=O)Nc3cc(C)on3)o2)cc1 | -1% | -2% | 0.2% | u | u
N/C(=N\S(=O)(=O)c1cc(C(F)(F)F)cc(C(F)(F)F)c1)c1ccc(Cl)cc1 | 10% | 1% | 1.4% | 4% | 18%
Cc1cccc(OCCNS(=O)(=O)c2ccc(Cl)cc2)c1 | x | -10% | 1.0% | 1% | 42%
CC1=C(C/C(C)=C/c2ccccc2)/C(=C/CO)[C@@H]2OC(=O)O[C@]2(C)C12CC2 | 6% | -13% | 3.3% | -2% | 5%
O=C(COc1ccc(S(=O)(=O)N2CCCC2)cc1)Nc1ccc2c(c1)OCCO2 | -1% | -4% | 0.4% | -1% | 9%
CCOc1nc(Nc2ccc(OC)c(Cl)c2)nc(N2CCN(c3ccc(OC)cc3)CC2)n1 | 8% | 9% | 8.1% | -1% | 2%
CC(C)CCNC(=O)C1CC(c2ccccc2[N+](=O)[O-])=NO1 (stereo not given) | 0% | 9% | 0.6% | -1% | 3%
COc1cc(C=O)cc(Cl)c1OC(=O)N1CCOCC1 | 1% | -19% | 0.1% | -1% | -5%
COc1cc(CC(NC(C)=O)C(=O)NC2CCN(S(=O)(=O)c3ccc(NC(C)=O)cc3)CC2)cc(OC)c1 (stereo not given) | 2% | 7% | i | -4% | -4%
CCC1(c2ccccc2)NC(=O)N(CC(=O)Nc2cc(Cl)ccc2N2CCOCC2)C1=O (stereo not given) | 8% | 4% | 9.3% | 31% | 52%
The results go on:
SMILES | Salmonella PhoP GFP | influenza NS1A | inhibitors of VEEV | M. tuberculosis HTS | M. tuberculosis | others
O=C(NC1CCCCC1)c1sc(N2CCOCC2)nc1-c1ccccc1 | 1% | -3% | 1.0% | 30% | -9%
COc1ccccc1NC(=O)CSc1nc2ccccc2cc1Cc1ccccc1 | -7% | -2% | 0.8% | 11% | 0%
CC(NC(=O)c1cccc(S(=O)(=O)N2CCc3ccccc3C2)c1)c1ccco1 (stereo not given) | x | -18% | 2.9% | -5% | -15%
COc1ccccc1NC(=S)NC(=O)c1ccc(-c2ccc(Cl)cc2)o1 | 12% | -4% | 0.7% | u | 43%
CCn1c(=O)c2c(nc3n2CC(C)CN3CCc2ccccc2)n(C)c1=O (stereo not given) | 2% | 5% | 7.1% | -8% | 4%
CCC1=Nc2cc(C(=O)NCCN3CCCC3)ccc2Sc2ccc(C)cc21 | -7% | 9% | i | 10% | 23%
Cc1ccc(C)c(-n2c(CNC(=O)c3ccco3)nnc2SCC(=O)N2CCc3ccccc32)c1 | 3% | 5% | i | 8% | -5%
CCOC(=O)c1cc2c(=O)[nH]ccc2nc1C(F)(F)F | -2% | -19% | 2.3% | -8% | 1%
CCC(C)NC(=S)Nc1ccc2nc(N3CCN(CC)CC3)cc(C)c2c1 (stereo not given) | 15% | 1% | 1.5% | 2% | u
COc1ccc(C(CNC(=O)C(=O)Nc2ccc3c(c2)OCO3)N2CCN(C)CC2)cc1 (stereo not given) | 10% | -4% | 0.9% | -9% | 2%
O=C(O)c1ccc2c(c1)-c1nc3ccccc3n1C2=O | 1% | -4% | 4.8% | 8% | 0%
O=C1CCNc2c(Cl)cccc21 | 0% | -15% | 8.4% | 15% | 57%
COc1cccc(NC(=O)CN(C)C(=O)c2cc(-c3ccccc3)nn2-c2ccccc2)c1 | x | -9% | 0.6% | 1% | 12%
COc1ccc(/C=C/C(=O)OCC(=O)NCCC2=CCCCC2)cc1 | 0% | -9% | 0.9% | 50% | 49%
CN1CCN(C(=O)c2ccccc2NC(=O)c2ccccc2)CC1 | -6% | 6% | 1.7% | -3% | -4%
Cc1cccnc1NC(=O)CCCN1C(=O)c2ccccc2C1=O | 1% | -4% | i | -6% | -8%
c1cncc(-c2ccc3[nH]ccc3c2)c1 | x | 4% | 2.1% | -4% | 20% | inhibitors of VEEV 10K pilot screen=3.6
Cc1cc(C)cc(NC(=O)c2cccc(C(=O)Nc3cc(C)cc(C)c3)n2)c1 | -2% | -5% | 2.6% | 6% | -7%
COCCNC(=O)C1CCCN(S(=O)(=O)c2c(C)noc2/C=C/c2cccs2)C1 (stereo not given) | 16% | -1% | 0.5% | 7% | -3%
CN(C)C(CNC(=O)c1c(F)cccc1Cl)c1ccco1 (stereo not given) | 20% | 7% | i | 5% | 0%
O=C(NC1CCCC1)c1cc(-c2cccc(Cl)c2)on1 | 14% | 13% | 1.3% | 6% | 41%
N/C(=N\[N+](=O)[O-])N1CCN(C(=O)c2ccccn2)CC1 | -10% | 1% | 0.6% | -1% | -16%
O=C(Cc1ccc(S(=O)(=O)N2CCCCC2)s1)Nc1ccc(F)c(F)c1 | 3% | -4% | i | 0% | 30%
CCN(CC)C(=O)c1sc2nc(Cc3ccccc3)[nH]c(=O)c2c1C | 10% | -3% | 5.0% | 4% | x
Cc1sc2nc(CN3CCCC3)nc(N3CCN(S(=O)(=O)c4cccs4)CC3)c2c1C | 0% | 0% | 8.4% | -10% | 43%

Of the compounds above, three have an aryl thioether with sulfur outside any ring:
SMILES | Salmonella PhoP GFP | influenza NS1A | inhibitors of VEEV | M. tuberculosis HTS | M. tuberculosis | others
COc1ccc(-c2nnc(SCC(=O)Nc3cc(C)on3)o2)cc1 | -1% | -2% | 0.2% | u | u
COc1ccccc1NC(=O)CSc1nc2ccccc2cc1Cc1ccccc1 | -7% | -2% | 0.8% | 11% | 0%
Cc1ccc(C)c(-n2c(CNC(=O)c3ccco3)nnc2SCC(=O)N2CCc3ccccc32)c1 | 3% | 5% | i | 8% | -5%

The listing continues.
SMILES | Salmonella PhoP GFP | influenza NS1A | inhibitors of VEEV | M. tuberculosis HTS | M. tuberculosis | others
Cc1cc(C)cc(NC(=O)c2ccccc2CC[N+](=O)[O-])c1 | 7% | -11% | 4.5% | -6% | 8%
COc1ccc(C)cc1-n1c(SCC(=O)Nc2cc(C)on2)nc2sc(C)c(C)c2c1=O | -2% | 8% | 2.3% | 6% | 5%
O=C(O)Cc1ccc(NC(=O)c2ccc(Cl)c(Cl)c2)cc1 | 1% | 5% | 1.3% | 1% | -10%
CC(/C=N/N1CCN(c2ccccn2)CC1)=C\c1ccccc1 | -14% | -3% | i | 6% | 9%
Cc1ccc(S(=O)(=O)NCC(=O)OCC(=O)NCc2ccco2)cc1 | x | -3% | 2.1% | 2% | 4%
N#Cc1ccc(OCC(=O)N/N=C/C2CC=CCC2)cc1 (stereo not given) | -12% | -7% | 1.3% | -2% | 8%
COc1ccc(N2CCN(c3oc(COc4ccccc4)nc3C#N)CC2)cc1 | -7% | 28% | i | 5% | 41%
Cc1ccc(C(=O)N[C@H](C(=O)OCC(=O)c2ccc[nH]2)C(C)C)cc1 | -10% | 3% | 1.4% | 4% | 29%
COc1ccccc1Nc1nc(NCC2CCCO2)c2ccccc2n1 (stereo not given) | 30% | 1% | 6.5% | u | 60%
CCCCCN(C(=O)CN(C)Cc1ccc(OC)cc1OC)c1c(N)n(CCCC)c(=O)[nH]c1=O | -9% | 1% | 2.6% | -2% | 20%
O=C(N/N=C\c1ccc(F)cc1)c1csnn1 | 16% | -6% | 1.6% | -1% | 15%
CCO[C@H]1OC(C(=O)NCc2nc3ccccc3[nH]2)=C[C@@H](c2ccc(Br)cc2)[C@@H]1CCCO | -1% | -8% | 5.3% | 10% | 37%
O=C(NCC(=O)N1CCN(C(=O)c2ccco2)CC1)c1ccccc1 | -7% | -2% | 0.5% | -6% | -9%
Nn1c(SCC(=O)NCc2ccc3c(c2)OCO3)nnc1C(F)(F)F | x | -13% | 6.7% | 1% | 9%
Clc1ccc(-c2ccccc2)cn1 | x | -4% | 0.2% | 1% | 16%
O=C(Nc1ccccc1C(=O)N1CCCCC1)c1ccc(Cl)cc1Cl | 9% | 6% | 0.8% | -9% | 6%
COc1ccc(NC(=O)Nc2cccc3c2O[C@@H](CN(C)CC2CCCCC2)[C@@H](C)CN([C@H](C)CO)C3=O)cc1 | x | 7% | i | -2% | 21% | inhibitors of VEEV 10K pilot screen=0.2
O=C1NC[C@@H](Cc2cccc3ccccc23)N(CCc2cc(C(F)(F)F)cc(C(F)(F)F)c2)C1=O | 0% | 0% | i | -6% | 16% | inhibitors of VEEV 10K pilot screen=0.0
COc1ccc(NC(=O)CCSc2ccc(C)cc2)cc1S(=O)(=O)Nc1ccccc1Cl | -6% | -2% | i | 7% | 11%
COc1cccc(/C=N/NC(=O)c2cnccn2)c1OC | -4% | -22% | i | 6% | 17%
COc1ccc(OC)c(Nc2ncnc3sc(-c4ccccc4)cc23)c1 | -6% | -2% | 0.8% | 3% | -6%
CN(C(=O)c1cnccn1)c1nnc(-c2cnccn2)s1 | 1% | 3% | 0.6% | 1% | -4%
CC1CN(C(=O)CCC(=O)NCc2ccc(F)cc2)c2ccccc2S1 (stereo not given) | -4% | -13% | i | -8% | -7% | inhibitors of VEEV 10K pilot screen=0.9
Cn1nccc1C(=O)Nc1nnc(C2CC2)s1 | -4% | -8% | 8.9% | -16% | -3%
CSC1=C(C#N)C(c2ccc(Cl)cc2)C2=C(CC(C)(C)CC2=O)N1 (stereo not given) | 6% | 8% | i | 7% | 36%
Going on with the list:
SMILES | Salmonella PhoP GFP | influenza NS1A | inhibitors of VEEV | M. tuberculosis HTS | M. tuberculosis | others
NS(=O)(=O)c1ccc(O)c(NC(=O)c2ccc([N+](=O)[O-])cc2)c1 | 5% | -1% | 0.6% | -3% | -24%
CC(NC(=O)CCC(=O)c1ccccc1)c1ccc(F)cc1 (stereo not given) | 6% | 0% | 4.1% | -3% | 29%
COc1ccc(Cc2noc(CN3CCN(C4CCc5ccccc5C4)CC3)n2)cc1OC (stereo not given) | 1% | x | 3.8% | 2% | 20%
CC(=O)c1c(OC(=O)c2ccc(C)cc2)c2ccccc2n1C | 0% | 22% | i | u | 69%
Fc1ccc(Nc2ncnc3sc4c(c23)CCC4)cc1 | -7% | -4% | i | 3% | 24%
Cc1ncoc1C(=O)N1CCCC(C(=O)c2ccc(-c3ccccc3)cc2)C1 (stereo not given) | -6% | -7% | 1.8% | 16% | 9%
CC(C)N1C(=O)CCN(C=O)c2ccccc21 | -24% | -8% | i | 2% | -4%
CC(=O)CCS(=O)(=O)c1ccc(C)c(C)c1 | 3% | 1% | 0.7% | 2% | 0%
COc1ccc(OC)c(N(C(=O)c2snc(C(N)=O)c2N)C(C(=O)NCC2CCCO2)c2ccc3ncccc3c2)c1 (stereo not given) | -22% | 3% | i | 4% | -1%
